XBP1 UPR activ = adaptive UPR (XBP1) activation. actives 0.33% (n = 330,000). activation, % at 20 µM. CHO-XBP1 luciferase reporter, IRE1-XBP1 UPR activation, luminescence; percent of tunicamycin response, DMSO as zero. AID 463104;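 active = versus positive control, 20 µM dose yields 30% or more activation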;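 note: 100% = tunicamycin at 10 µg/mL and 0% = DMSO only wells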
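Signal: luciferase luminescence; Assay system: CHO-XBP1 luciferase reporter cells; Amount: one thousand reporter cells per well; Dosing: 20 µM single concentration, DMSO 1%; Benchmarks: high control tunicamycin 10 µg/mL final, low control DMSO vehicle only; Schedule: 6 h compound exposure at 37 °C, 5% CO2; Evaluation: percent activation relative to tunicamycin reference.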
UPR CHOP act = activators of apoptotic arm of unfolded protein response (CHOP); CHO-CHOP luciferase reporter, UPR activation, luminescence; percent of tunicamycin response over DMSO baseline; activation, % at 10 µM; actives 0.34% (n = 330,000); AID 449763;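 active = at 10 µM dose, activation of 40% or more, normalized to positive control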;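 note: 100% = tunicamycin at 10 µg/mL and 0% = DMSO alone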
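Material: CHO-CHOP cells, stable luciferase reporter of PERK-eIF2a-CHOP signalling; quantity: 500 reporter cells seeded per well; buffer or medium: F12 medium containing 10% fetal bovine serum; compound: one dose, 10 µM in 0.5% DMSO; incubation: 6 h compound treatment, 37 °C; measured by: Steady-Glo luciferase luminescence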
tim23-1 inh = growth inhibitors of tim23-1 mutant yeast; S. cerevisiae tim23-1 growth, BacTiter-Glo luminescence, 24 h; inhibition, % at 20 µM; actives 1.3% (n = 330,000);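 active = growth inhibition of the mutant yeast at or above 50%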;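 note: temperature-sensitive mutant grown at 25 °C; plate controls were DMSO-treated mutant yeast for no effect and medium wells lacking yeast for full effect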
NR3A LBD binder = NR3A (human) ligand-binding domain modulation. NR3A LBD differential scanning fluorimetry, Tm shift; 0% = protein alone, 100% = glycine-bound protein. Tm shift relative to glycine control, % at 25 µM. actives 2.5% (n = 340,000);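 active = melting temperature shift of at least 10% of the positive control shift, at one fixed dose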
NALP3 yeast inh = inhibitors of NALP3 inflammasome in yeast; Yeast reconstituted NLRP3/ASC/caspase-1, beta-gal luminescence, 24 h; inhibition, % at 10 µM; actives 0.39% (n = 330,000); AID 2825;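 active = inhibition of 50% or more; inactive = inhibition below 50%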;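 note: plate controls were induced DMSO wells for no effect and uninduced yeast grown without galactose for full effect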
TIM10 inh = growth inhibitors of TIM10 yeast strain | S. cerevisiae TIM10 strain growth, BacTiter-Glo luminescence, 24 h | inhibition, % at 10 µM | actives 1.4% (n = 330,000);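 active = inhibition of 40% or more at the single tested concentration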;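 note: wild-type TIM10 isogenic control strain grown at permissive 25 °C; 0% = DMSO yeast wells and 100% = minimal medium wells without yeast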
APJ agonist = agonists of human APJ apelin receptor; actives 0.11% (n = 330,000); CHO-K1 APJ PathHunter beta-arrestin, luminescence; 0% DMSO wells, 100% apelin; activation, % at 20 µM; AID 2520;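 active = activation more than six SD over the plate average, tested at 20 µM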;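 note: 0% = DMSO alone and 100% = apelin-13 at 10 nM; some results filed as inactive read as strong as hits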
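Material: CHO-K1 APJ beta-arrestin complementation cell line; Input: cell density 1000 per well; Incubation: compound stimulation 90 min at 25 °C, detection 60 min; Signal: luminescence from split beta-galactosidase complementation, Galacton Star/Emerald II substrate; Controls: DMSO-only wells as negative, 10 nM Apelin-13 as positive control.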
tim10-1 inh = growth inhibitors of tim10-1 mutant yeast; S. cerevisiae tim10-1 ts strain growth, BacTiter-Glo, 24 h; inhibition, % at 20 µM; actives 2.2% (n = 330,000); AID 463190;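 active = inhibition of at least 40%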;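 note: mutant grown at 25 °C; 0% = DMSO wells with yeast and 100% = wells holding no yeast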
Mdm2-MdmX inh = disrupts the human Mdm2-MdmX interaction; O15151+Q00987; SaOS-2 split-luciferase Mdm2/MdmX complementation, luminescence; inhibition, % at 8 µM; actives 3% (n = 330,000);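 active = inhibition of at least 50% at 8 µM in the primary screen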
Target sequence (O15151 whole entry, looked up): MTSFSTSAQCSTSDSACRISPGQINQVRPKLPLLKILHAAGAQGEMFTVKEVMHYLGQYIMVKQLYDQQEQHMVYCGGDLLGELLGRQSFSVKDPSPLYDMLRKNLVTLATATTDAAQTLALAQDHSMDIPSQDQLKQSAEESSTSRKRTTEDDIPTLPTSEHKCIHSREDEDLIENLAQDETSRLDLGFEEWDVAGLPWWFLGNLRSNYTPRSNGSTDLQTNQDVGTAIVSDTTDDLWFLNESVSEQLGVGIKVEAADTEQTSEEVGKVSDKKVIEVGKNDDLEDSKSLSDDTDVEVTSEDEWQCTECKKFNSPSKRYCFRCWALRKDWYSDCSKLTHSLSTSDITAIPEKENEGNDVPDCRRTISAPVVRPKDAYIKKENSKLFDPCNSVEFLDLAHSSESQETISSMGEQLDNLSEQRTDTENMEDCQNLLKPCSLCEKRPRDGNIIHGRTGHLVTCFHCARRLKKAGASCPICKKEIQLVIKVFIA
Target sequence (Q00987 whole entry, looked up): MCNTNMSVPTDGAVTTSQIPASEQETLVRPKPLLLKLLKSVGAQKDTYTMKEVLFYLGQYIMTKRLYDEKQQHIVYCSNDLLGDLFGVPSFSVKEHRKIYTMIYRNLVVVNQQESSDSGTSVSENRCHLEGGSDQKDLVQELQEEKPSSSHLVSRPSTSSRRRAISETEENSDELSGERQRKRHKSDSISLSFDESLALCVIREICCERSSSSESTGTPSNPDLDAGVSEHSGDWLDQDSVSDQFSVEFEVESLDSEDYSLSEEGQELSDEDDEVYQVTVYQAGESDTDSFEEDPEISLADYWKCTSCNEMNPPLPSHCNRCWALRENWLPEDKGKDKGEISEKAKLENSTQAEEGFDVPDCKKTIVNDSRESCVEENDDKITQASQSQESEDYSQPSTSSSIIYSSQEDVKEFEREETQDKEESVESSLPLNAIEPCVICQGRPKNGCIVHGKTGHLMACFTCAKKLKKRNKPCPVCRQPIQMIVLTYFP
Starred values were filed as active, the others as inactive; / = not tested or not shown.

#1 CCN(CC)N=Nc1[nH]nc2nc(C)cc(C)c12
#2 COc1ccc(C(c2c(NC(=O)c3ccco3)sc(C)c2C)N2CCOCC2)cc1 (stereo not given)
#3 COc1cccc(CC(NC(C)=O)C(=O)NC2CCN(c3nnnn3-c3ccccc3)CC2)c1OC (stereo not given)
#4 Cc1ccc(NC(=O)CN2C(=O)NC3(CCCc4ccccc43)C2=O)cc1S(=O)(=O)N1CCOCC1 (stereo not given)
#5 COc1ccc(OC)c(S(=O)(=O)NCC(c2ccco2)S(=O)(=O)c2ccccc2)c1 (stereo not given)
#6 CCCCN(C)C(=O)CCCCn1c(=O)[nH]c2cc(OCC)c(OCC)cc2c1=O
#7 O=C(O)CSc1nccn1-c1cccc(Cl)c1
#8 CN1CCN(C(=O)CCc2nnc3ccc(N4CCC5(CC4)OCCO5)nn23)CC1
assay / compound | 1 | 2 | 3 | 4 | 5 | 6 | 7 | 8
XBP1 UPR activ | 0 | -1 | -2 | 0 | -1 | 1 | -2 | -5
UPR CHOP act | 2.2 | 1.0 | -0.5 | 0.4 | -0.5 | -1.6 | -3.7 | -2.1
tim23-1 inh | -2 | 46 | 1 | 11 | 11 | 7 | 4 | -11
NR3A LBD binder | 1 | -3 | -3 | -5 | 1 | -2 | -2 | 2
NALP3 yeast inh | 2 | 22 | -1 | 11 | -12 | -3 | 7 | 4
TIM10 inh | 24 | 3 | 6 | 16 | 3 | 10 | 0 | -3
APJ agonist | -2 | 4 | -3 | -2 | -2 | -5 | -4 | 1
tim10-1 inh | 29 | 35 | 5 | 7 | 43* | 7 | 8 | -6
Mdm2-MdmX inh | 20 | 41 | 18 | -19 | 22 | 27 | 10 | 28

#9 Cc1ccc(S(=O)(=O)N2CCOCC2)cc1C(=O)Nc1ccc2c(c1)OCCO2
#10 COCCN1CC(CNC(=O)c2cc(COc3ccccc3SC)on2)CC1=O (stereo not given)
#11 CCC(CC)C1C(C#N)=C(N)SC(N)=C1C#N
#12 CC1(C)OC(=O)C(=NNc2ccc(O)cc2)C(=O)O1
#13 O=C(c1cccnc1)N1CCC(Oc2ccc(C(=O)N3CCCCO3)cc2)CC1
#14 COc1ccc(/C=C/C(=O)NCc2cn(C)nc2C)cc1COc1ccc(Cl)cc1Br
#15 O=C(Cc1ccc(S(=O)(=O)N2CCOCC2)s1)NC1CCCCC1
#16 COC(=O)c1ccc(NC(=O)CNC(=O)c2sc3ccccc3c2Cl)cc1
assay / compound | 9 | 10 | 11 | 12 | 13 | 14 | 15 | 16
XBP1 UPR activ | -2 | -1 | -2 | -2 | -2 | 1 | -2 | -2
UPR CHOP act | -0.5 | -0.9 | 0.6 | 3.1 | -2.9 | -0.4 | -0.5 | 1.4
tim23-1 inh | 2 | -4 | 26 | 9 | 11 | 5 | -8 | -1
NR3A LBD binder | -2 | 2 | -1 | 0 | -2 | -2 | 0 | 0
NALP3 yeast inh | 9 | 21 | 13 | 13 | 9 | -4 | 5 | 27
TIM10 inh | 11 | -1 | -8 | -4 | -5 | 4 | -2 | -1
APJ agonist | -2 | 1 | 0 | 3 | -3 | 9 | 2 | -3
tim10-1 inh | 6 | -5 | 24 | -13 | 7 | 14 | 3 | 6
Mdm2-MdmX inh | 21 | 9 | -3 | 3 | -43 | -12 | 29 | 94*

#17 O=C(COc1ccc2ccccc2c1CN1CCOCC1)N1CCc2ccccc21
#18 Cc1cc(C(F)(F)F)nc(SCC(=O)Nc2cc(C)on2)n1
#19 COc1ccc2c(c1)cc1c(=O)n(CC(=O)NCCCN3CCOCC3)nc(C)n12
#20 Cc1cccc(NS(=O)(=O)c2ccc(C(=O)N3CCCCCC3)cc2)c1C
#21 CC(C)CNC(=S)NC(=O)c1ccc(F)cc1
#22 COc1cc(/C=C(\NC(=O)c2ccccc2)C(=O)Nc2nccs2)ccc1OC(C)=O
#23 CC(C)CNS(=O)(=O)c1cc(C(=O)N2CCOCC2)c(Cl)cc1Cl
#24 COc1ccc(CCN2CC(C(=O)Nc3cccc(C(C)=O)c3)CC2=O)cc1OC (stereo not given)
assay / compound | 17 | 18 | 19 | 20 | 21 | 22 | 23 | 24
XBP1 UPR activ | 0 | 1 | -1 | -1 | 2 | -6 | 0 | -1
UPR CHOP act | 0.6 | -0.8 | -0.5 | -0.7 | 4.3 | 3.4 | -1.0 | -1.8
tim23-1 inh | -18 | 7 | -6 | 11 | 41 | 6 | 2 | 4
NR3A LBD binder | -2 | -1 | 1 | -1 | -2 | -2 | -1 | -2
NALP3 yeast inh | 18 | -8 | 3 | 7 | -8 | -3 | 5 | 2
TIM10 inh | -4 | -1 | -2 | 5 | 23 | -7 | 6 | 7
APJ agonist | -4 | -4 | -3 | -2 | 6 | -1 | -2 | -5
tim10-1 inh | -6 | 11 | -5 | 14 | 24 | 20 | 10 | 0
Mdm2-MdmX inh | 18 | 20 | 8 | 14 | -9 | 6 | 6 | 12

#25 CCc1ccc(C(=O)Cn2cnc3cc([N+](=O)[O-])ccc3c2=O)cc1
#26 Cc1onc(C(=O)Nc2sc3c(c2C(N)=O)CCCC3)c1[N+](=O)[O-]
#27 C/C(=C\c1ccccc1)CN1CCN(Cc2ccc(C)o2)C(CCO)C1 (stereo not given)
#28 O=c1c2ccccc2oc2cc(-c3ccc(CN4CCOCC4)cc3)ccc12
#29 COc1ccc(S(=O)(=O)n2nc(OC(=O)C3CCCCC3)cc2N)cc1
#30 O=S(=O)(Nc1c(O)ccc2ccccc12)c1ccccc1
#31 N=C(N)SCP(=O)(c1ccccc1)c1ccccc1
#32 COc1ccc(N2CCN(C(=O)c3ccc4nc(N5CCCCC5)sc4c3)CC2)cc1
assay / compound | 25 | 26 | 27 | 28 | 29 | 30 | 31 | 32
XBP1 UPR activ | -2 | 2 | -3 | -3 | 2 | 16 | -2 | -1
UPR CHOP act | 0.7 | 4.7 | 1.9 | 8.8 | -0.8 | 37 | 0.8 | 4.8
tim23-1 inh | 10 | 18 | 15 | 23 | 26 | 21 | -6 | 38
NR3A LBD binder | -3 | -1 | 1 | -8 | -3 | 2 | -1 | -2
NALP3 yeast inh | 20 | 11 | 13 | 12 | 5 | 6 | 11 | 31
TIM10 inh | 1 | 6 | -40 | -28 | 46* | 14 | 5 | 40*
APJ agonist | 11 | -6 | -8 | 8 | 13 | 10 | -7 | -2
tim10-1 inh | -22 | 4 | -6 | 1 | 38 | 23 | 15 | 44*
Mdm2-MdmX inh | 7 | -2 | 17 | -92 | 19 | 37 | 3 | 22

3 compounds out of the list above, arranged by their value in XBP1 UPR activ, low to high:
# | canonical_smiles | XBP1 UPR activ | NR3A LBD binder | NALP3 yeast inh | APJ agonist | Mdm2-MdmX inh
28 | O=c1c2ccccc2oc2cc(-c3ccc(CN4CCOCC4)cc3)ccc12 | -3 | -8 | 12 | 8 | -92
25 | CCc1ccc(C(=O)Cn2cnc3cc([N+](=O)[O-])ccc3c2=O)cc1 | -2 | -3 | 20 | 11 | 7
30 | O=S(=O)(Nc1c(O)ccc2ccccc12)c1ccccc1 | 16 | 2 | 6 | 10 | 37

Other compounds:
#33 CC(C)NC(=O)C1CC(=O)N(C(C)c2ccccc2)C1 (stereo not given)
#34 CN(C)CCCN(C(=O)c1ccc(S(=O)(=O)N2CCCc3ccccc32)cc1)c1nc2ccc(F)cc2s1
#35 O=C(Cc1ccc(F)cc1)Nc1cccc(-c2ccc3nncn3n2)c1
#36 COC(=O)/C(=C\c1c(OC)cc(OC)cc1OC)C(=O)c1ccc2c(c1)OCO2
#37 O=C(Nc1cccn(Cc2c(Cl)cccc2Cl)c1=O)C1CC1
#38 O=C(CCN1C(=O)c2ccncc2C1=O)Nc1cc(F)ccc1F
#39 CCOc1ccc(-n2c(C)nc3cc(C(=O)NCCN4CCOCC4)ccc32)cc1
#40 Cc1ccc(-c2nnc(SCC(=O)NNC(=O)COc3ccccc3C)n2C)cc1
assay / compound | 33 | 34 | 35 | 36 | 37 | 38 | 39 | 40
XBP1 UPR activ | -1 | 21 | 0 | 0 | -2 | -2 | -1 | -1
UPR CHOP act | 0.6 | 14 | 0.7 | -0.7 | 2.0 | -0.5 | -0.5 | -2.2
tim23-1 inh | 7 | 37 | -3 | 18 | 16 | 8 | 29 | 7
NR3A LBD binder | 2 | / | -1 | 0 | -1 | -1 | 0 | -1
NALP3 yeast inh | 4 | 11 | 2 | 15 | 24 | 8 | -5 | -4
TIM10 inh | -6 | 41* | -17 | 2 | 10 | -29 | -1 | -7
APJ agonist | -4 | -4 | -2 | -5 | -3 | 0 | 1 | -4
tim10-1 inh | 7 | 53* | 7 | 13 | 12 | 8 | -3 | -8
Mdm2-MdmX inh | 7 | 76* | -15 | -1 | -10 | -15 | -18 | 23

Molecules from the list above with an aryl thioether with sulfur outside any ring:
#7 O=C(O)CSc1nccn1-c1cccc(Cl)c1
#10 COCCN1CC(CNC(=O)c2cc(COc3ccccc3SC)on2)CC1=O (stereo not given)
#18 Cc1cc(C(F)(F)F)nc(SCC(=O)Nc2cc(C)on2)n1
#40 Cc1ccc(-c2nnc(SCC(=O)NNC(=O)COc3ccccc3C)n2C)cc1
assay / compound | 7 | 10 | 18 | 40
XBP1 UPR activ | -2 | -1 | 1 | -1
UPR CHOP act | -3.7 | -0.9 | -0.8 | -2.2
tim23-1 inh | 4 | -4 | 7 | 7
NR3A LBD binder | -2 | 2 | -1 | -1
NALP3 yeast inh | 7 | 21 | -8 | -4
TIM10 inh | 0 | -1 | -1 | -7
APJ agonist | -4 | 1 | -4 | -4
tim10-1 inh | 8 | -5 | 11 | -8
Mdm2-MdmX inh | 10 | 9 | 20 | 23

The results go on.
#41 O=C(Cn1c(=O)[nH]c2ccccc2c1=O)N1CCN(Cc2ccc3c(c2)OCO3)CC1
#42 [O-][n+]1c2c(c3c4non(O)c4ccc31)CCCC2
#43 COc1cccc(NC(=O)NCCc2ccc(Cl)cc2)c1
#44 CN(C)c1cccc(C(=O)NCc2ccccc2)c1
#45 Cc1ccc(S(=O)(=O)N/N=C/c2cc(Br)c(C)o2)cc1
#46 COc1cc(OC)cc(C(=O)N2CCC(n3c(C)nc4cc(F)ccc43)CC2)c1
#47 CCCn1c(N)c(C(=O)CN(C)CC(=O)Nc2ccc(F)cc2)c(=O)[nH]c1=O
#48 O=C(Cc1cccs1)N(Cc1ccco1)C1(C(=O)NC2CCCCC2)CCCCC1
assay / compound | 41 | 42 | 43 | 44 | 45 | 46 | 47 | 48
XBP1 UPR activ | -7 | -1 | -2 | 2 | -4 | -1 | -3 | -3
UPR CHOP act | 1.0 | 0.1 | -0.6 | 1.3 | -1.6 | -2.5 | -0.2 | -2.7
tim23-1 inh | 4 | 63* | 11 | -4 | 37 | 14 | 9 | 21
NR3A LBD binder | 1 | -3 | 2 | -1 | -18 | 7 | 1 | -2
NALP3 yeast inh | -5 | 27 | 12 | -5 | 2 | -7 | 5 | 1
TIM10 inh | -2 | 61* | 6 | 5 | 1 | 0 | -4 | 43*
APJ agonist | 3 | -5 | -3 | 2 | -4 | 3 | -1 | -23
tim10-1 inh | 2 | 70* | -11 | 19 | 4 | 12 | 0 | 28
Mdm2-MdmX inh | 0 | 13 | -9 | -25 | -17 | 1 | -19 | 34
